High-throughput results as filed in PubChem BioAssay.
rCAG binder: r(CAG) repeat RNA binding | TO-PRO-1 dye displacement fluorescence | inhibition, % at 3 µM | 370,000 tested, 1.3% active | AID 651821;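 active means inhibition above the plate cutoff, the mean of all test compounds on that plate plus 3 SD, cut at about 35% in these data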;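 further: 0% = DMSO alone and 100% = 100 µM mitoxantrone as full dye displacement; higher means more dye released from RNA so lower well fluorescence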
LEDGF integ inh: blocks HIV-1 LEDGF/p75-dependent DNA integration; TR-FRET IN-LEDGF/p75 DNA integration, Eu/Cy5; inhibition, % at 3.7 µM; 370,000 tested, 0.64% active; AID 743269;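 active means inhibition above the screen-wide mean plus 3 SD, cut at about 13% in these data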;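 further: signal is the Cy5 over europium emission ratio at 671 and 618 nm; 0% = plate median of compound wells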
ABHD4 inh: inhibits mouse alpha/beta hydrolase domain 4; Q8VD66; purified mABHD4, FP-Rh probe fluorescence polarization; inhibition, % at 8.92 µM; 370,000 tested, 0.54% active; AID 720543;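 active means inhibition exceeding the mean over every tested compound plus 3 SD, cut at about 30% in these data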;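 further: 0% = plate median of compound wells and 100% = S159A mutant with DMSO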
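Assay system: mABHD4 protein; medium: HEPES pH 7.0, NaCl, Pluronic buffer; dosing: 8.92 µM, single dose; schedule: 45 min + 60 min at 25 °C; signal: FP readout, ex 525 nm / em 598 nm; read-out: normalized percent inhibition of probe labeling; repeats: single replicate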
PRMT1 FP inh: inhibitors of human PRMT1; inhibition, % at 2.79 µM; 370,000 tested, 1.3% active; recombinant PRMT1, activity-based probe fluorescence polarization; AID 652257; Q99873;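 active means inhibition above about 21% made by adding two undisclosed values, limit read from the data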
MBD2 DNA inh: MBD2-methylated oligo binding inhibition; Q9UBB5; AID 686964; TR-FRET, MBD2 binding to methylated oligonucleotide; inhibition, % at 4.4 µM; 370,000 tested, 0.31% active; in the data active means inhibition above about 13%
TDP2 inh: blocks human TDP2 phosphodiesterase activity. recombinant TDP2, T5PNP hydrolysis, p-nitrophenol absorbance 415 nm. inhibition, % at 12.8 µM. 370,000 tested, 0.34% active;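 active means inhibition above the mean of all tested compounds plus 3 SD, set per campaign, cut at about 25% in these data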;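 further: 0% = DMSO with enzyme and 100% = buffer with substrate but no TDP2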
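Read-out basis: percent inhibition. System: recombinant human TDP2. Buffer or medium: Mg2+-containing Tris-HCl buffer, pH 7.5. Repeats: single replicate. Timing: reaction 2 h, 37 °C. Benchmarks: high control without enzyme, low control DMSO plus TDP2. Probe or stimulus: 5 mM T5PNP. Doses: 12.8 µM only. Measured by: epi absorbance of p-nitrophenol freed from T5PNP by hydrolysis.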
SIAE inh: human SIAE inhibition, primary screen. Q9HAT2. AID 1053197. inhibition, % at 9.66 µM. SIAE FP-Rh probe binding, fluorescence polarization. 370,000 tested, 0.69% active;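 active means inhibition above a cutoff: mean of compounds within the control limits plus 3 SD of those, cut at about 17% in these data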;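 further: 0% = plate median of compound wells and 100% = probe without SIAE protein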
HTRA1 inh: HTRA1 (human) protease inhibition. 340,000 tested, 0.5% active. Q92743. recombinant HTRA1, FP-rhodamine activity-based probe, fluorescence polarization. inhibition, % at 5.96 µM; in the data active means inhibition above about 36%;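 further: 0% = enzyme with DMSO and 100% = wells lacking enzyme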
TCR CD3 inh: inhibitors of human TCR-CD3 interaction | TAMRA-labeled TCR probe fluorescence, biochemical | inhibition, % at 9.4 µM | 360,000 tested, 0.37% active | AID 651800; in the data active means inhibition above about 19%;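 further: recombinant mutant TCR 2C K166C tagged with TAMRA read by polarization; 0% = receptor in buffer alone and 100% = receptor with positive control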
NPR2 activator: GC-B (human) receptor activation; P20594; 370,000 tested, 0.11% active; activation, % at 10 µM; HEK293-GC-B cells, CNP EC30, cGMP TR-FRET; 0% at EC30 CNP, 100% saturating CNP;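 active means activation at 10 µM reaching about 35% in either raw or pattern-adjusted values, limit read from the data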
Target sequence (P20594 whole entry, looked up): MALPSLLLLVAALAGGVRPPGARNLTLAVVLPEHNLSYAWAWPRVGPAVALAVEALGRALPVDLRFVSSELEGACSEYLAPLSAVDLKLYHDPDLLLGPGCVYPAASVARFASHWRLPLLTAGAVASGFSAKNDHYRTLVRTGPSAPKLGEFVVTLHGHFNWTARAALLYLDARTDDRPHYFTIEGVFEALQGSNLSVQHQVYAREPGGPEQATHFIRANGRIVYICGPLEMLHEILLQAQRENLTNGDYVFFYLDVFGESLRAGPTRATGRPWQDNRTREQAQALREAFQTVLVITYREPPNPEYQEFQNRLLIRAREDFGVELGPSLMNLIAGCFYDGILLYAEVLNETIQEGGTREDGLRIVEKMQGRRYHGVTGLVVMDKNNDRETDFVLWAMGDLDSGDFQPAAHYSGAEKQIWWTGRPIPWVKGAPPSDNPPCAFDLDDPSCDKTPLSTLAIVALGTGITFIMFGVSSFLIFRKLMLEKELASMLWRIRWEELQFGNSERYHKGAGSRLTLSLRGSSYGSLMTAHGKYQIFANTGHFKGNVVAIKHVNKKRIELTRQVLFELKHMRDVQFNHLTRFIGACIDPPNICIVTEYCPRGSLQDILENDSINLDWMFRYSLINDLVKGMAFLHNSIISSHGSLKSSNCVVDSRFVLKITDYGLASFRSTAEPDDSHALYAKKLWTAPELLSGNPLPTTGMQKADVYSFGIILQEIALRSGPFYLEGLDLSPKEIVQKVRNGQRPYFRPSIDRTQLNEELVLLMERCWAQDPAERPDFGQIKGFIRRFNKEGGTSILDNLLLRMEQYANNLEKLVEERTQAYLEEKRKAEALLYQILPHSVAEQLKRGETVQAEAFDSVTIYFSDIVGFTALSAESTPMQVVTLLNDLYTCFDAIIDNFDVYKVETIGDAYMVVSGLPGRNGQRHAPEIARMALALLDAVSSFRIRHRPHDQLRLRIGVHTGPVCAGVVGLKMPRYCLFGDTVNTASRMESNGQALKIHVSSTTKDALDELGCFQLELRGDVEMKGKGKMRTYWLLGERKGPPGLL
Active calls of the source: *; . = no result given.

Molecule	SIAE inh	TDP2 inh	LEDGF integ inh	HTRA1 inh	rCAG binder	PRMT1 FP inh	NPR2 activator	ABHD4 inh	TCR CD3 inh	MBD2 DNA inh
O=C(/C=C/c1ccccc1)Nc1nnc(SCC(=O)c2ccc3ccccc3c2)s1	-3	11	0	-4	3	-4	3	-7	2	3
OC(Cn1cccn1)c1ccccc1 (centres undefined)	6	11	6	2	1	3	2	8	-3	4
Cc1ccc(C(=O)COC(=O)C(C)N2C(=O)C3C4CCC(C4)C3C2=O)cc1 (centres undefined)	-10	-1	-4	-2	-10	5	7	3	-5	4
Cc1nnc(SCC(=O)N2CCN(S(=O)(=O)c3ccccc3)CC2)s1	-1	13	3	7	-1	-1	-11	-7	4	6
CC1(C(=O)NCC2CCOCC2)Cc2c(-c3cccc(C(F)(F)F)c3)ccnc2O1 (centres undefined)	1	2	0	.	-3	2	6	8	-13	2
CC(=O)/C(C#N)=C1\NC(=O)C(Cc2ccc(C)c(C)c2)S1 (centres undefined)	2	8	2	0	34	-1	1	-4	2	0
O=c1[nH]c2ccccc2c(O)c1-c1ccccc1[N+](=O)[O-]	0	-7	1	4	0	-2	2	0	3	1
C=CC[C@@H](CC(=O)OC(C)(C)C)C(=O)OC[C@@H]1CCCN1C(=O)[C@@H](CC=C)CC(=O)N[C@@H](CO)Cc1ccccc1	1	0	-1	6	-9	1	4	0	7	0
CCCC(C)C(=O)OCC(=O)Nc1c(Br)cc(C)cc1Br (centres undefined)	3	4	0	4	-3	-1	3	-19	0	0
Nn1c(SCC(=O)NCCc2ccc(S(N)(=O)=O)cc2)nnc1C1CCCCC1	-3	1	0	0	5	9	1	4	-3	7
COc1cc(C2C(C#N)=C(N)Oc3cc(N(C)C)ccc32)cc2c1OCO2 (centres undefined)	-1	0	4	0	0	7	-7	4	-5	0
CC1(C)CC(=O)C=C(Nc2ccc(C(=O)O)cc2)C1	-4	3	2	6	-3	2	0	5	-8	4
CCc1ccc(NC(=O)CNC(=O)c2nn(-c3ccc(OC)cc3)c(=O)c3ccccc23)cc1	-28	-8	1	1	4	-1	-4	-1	-5	2
Cc1nc2[nH]c(=S)[nH]c(=O)c2nc1C	3	10	3	1	4	1	-1	5	2	-1
C[C@@]12CCC=C[C@H]1[C@H](c1ccc3ccccc3c1/C=C/c1ccccc1)N(Cc1ccccc1)C2=O	5	0	-1	-9	4	-2	-1	4	11	-7
COc1cc(C)c(Cl)cc1S(=O)(=O)N1CCSC1	-9	-3	-3	-8	3	7	0	-3	7	0

Brought forward from above: 2 compounds, then new ones.
Molecule	SIAE inh	TDP2 inh	LEDGF integ inh	HTRA1 inh	rCAG binder	PRMT1 FP inh	NPR2 activator	ABHD4 inh	TCR CD3 inh	MBD2 DNA inh
C[C@@]12CCC=C[C@H]1[C@H](c1ccc3ccccc3c1/C=C/c1ccccc1)N(Cc1ccccc1)C2=O	5	0	-1	-9	4	-2	-1	4	11	-7
COc1cc(C)c(Cl)cc1S(=O)(=O)N1CCSC1	-9	-3	-3	-8	3	7	0	-3	7	0
COc1ccccc1-n1c(C)c(C(=O)O)c2cc(OC)c3ccccc3c21	4	-10	-2	-1	41*	2	-4	9	9	-2
CCCNC(=S)N1CCN(CC)CC1	3	20	1	-2	-1	-1	2	17	-3	3
CCCOc1ccc(Oc2ccc(S(=O)(=O)N3CCN(C)CC3)cn2)cc1	-9	-17	4	-3	-7	-6	-1	-8	5	-9
Cc1ccc(S(=O)(=O)N2CCCCC2)cc1NC(=O)CSc1nc(N)cc(=O)[nH]1	-7	-3	-3	-5	20	14	-1	-16	-9	8
COC(=O)c1sccc1NC(=O)Nc1ccccc1OC	-2	13	0	-41	-3	-1	-10	0	2	0
CC1=NN(c2ccccc2)C(=O)/C1=C\c1cc(C)n(-c2cccnc2)c1C	5	8	-2	-2	-1	1	-5	3	0	2
O=C(CN1C(=O)/C(=C/c2ccccc2)SC1=S)Nc1ncc(Cc2ccccc2)s1	-18	-5	-1	-28	10	5	2	-2	2	3
Cn1nccc1C(=O)N1CCC(Cc2ccccc2)CC1	-4	45*	-8	-4	-3	0	-1	-6	-9	3
COc1ccc(CNCCC2(Cc3ccccc3)CC(C)N(C)CC2C)cc1OC (centres undefined)	-1	-6	-2	5	0	6	-4	1	-5	1
CSCCC(NC(=O)c1ccc(Cl)cc1Cl)C(=O)NNC(=O)c1ccncc1 (centres undefined)	4	-1	2	4	3	-3	0	-1	2	0
COc1ccccc1CNC(=O)CN(Cc1ccc(Cl)cc1)S(C)(=O)=O	-6	-16	9	-3	-7	-4	-11	-8	-3	0
CCc1cc(C(c2ccc(F)cc2)N2CCOCC2)c(NC(=O)c2ccccc2)s1 (centres undefined)	-2	2	-2	-16	3	2	-11	-15	1	3
O=C(CSCc1ccc(Cl)cc1)Nc1ccc2c(c1)OCO2	-1	-2	0	-11	-3	-3	-1	-3	1	1
CCCCC1(CC)SCC(=O)NC1=O (centres undefined)	3	0	0	6	1	0	-1	-3	3	-2
O=c1c2cc(F)ccc2sn1-c1ccccc1Cl	7	2	-4	-1	1	61*	12	4	2	-5
NC(=O)N/N=C/c1cc(Br)ccc1OCC(=O)NCc1ccccc1	-2	-3	1	-17	-1	1	-14	-7	-3	2
Cc1cccc(-n2nc([N+](=O)[O-])c(N3CCN(C(=O)c4ccco4)CC3)[n+]2[O-])c1	-1	-12	-6	0	-1	2	-3	-2	5	5
Cc1[nH]c(C)c(S(=O)(=O)N2CCN(c3ccc(Cl)cc3)CC2)c1C(=O)N1CCCC1	7	7	3	2	1	1	4	-1	-4	1
O=C(C1CCCN(Cc2ccccc2Cl)C1)N1CCCCC1 (centres undefined)	1	0	3	11	-2	5	-2	11	-4	-1
Cc1ccc(S(=O)(=O)NCCNc2ccc([N+](=O)[O-])cc2)cc1	-2	-14	-10	-16	4	4	-4	-2	-6	-1
O=C1CCC(C(=O)OCc2cc(=O)oc3ccc4ccccc4c23)=NN1	-2	16	4	-2	6	-2	-4	-5	-1	-5
Cc1ccsc1/C=N/NC(=O)c1cccs1	0	-8	-3	2	1	-3	0	3	8	1
Cn1c(CN2CCOCC2)nnc1SCc1ccccc1	1	2	1	9	-1	2	0	0	4	-1
COc1cccc(C(CC(=O)O)NS(=O)(=O)c2ccc3c(c2)N(C(C)=O)CC(C)O3)c1 (centres undefined)	3	5	-5	6	2	3	5	-1	-2	-1
Cc1ccc(CSc2nnc(-c3ccncc3)n2CC2CCCO2)cc1 (centres undefined)	1	-7	-1	-4	-4	1	0	-1	7	2
CCCCCn1c(N2CCOCC2)nc2c1c(=O)n(CC(N)=O)c(=O)n2C	-8	2	1	-3	-8	4	2	2	-4	5
Cc1cc(SCC(=O)N(C)C2CCCCC2)nc2ccccc12	-8	-8	-1	-10	2	2	1	5	4	-1
COc1cc(C2/C(=C(\O)c3ccc4c(c3)CC(C)O4)C(=O)C(=O)N2CC2CCCO2)cc(OC)c1OC (centres undefined)	-2	0	2	0	1	-3	2	1	7	-1
OCC(O)/C=N/Nc1nc(N2CCCCC2)nc(N2CCCCC2)n1 (centres undefined)	4	5	3	-2	-5	-3	1	-2	3	5
COc1ccc(NC(=O)c2c(NC(=O)CNCC(C)C)sc3c2CCC3)c(OC)c1	4	12	-1	1	11	-1	3	11	-6	4
COc1ccc([C@H]2[C@H](C(=O)C(C)(C)C)N3N=Cc4ccccc4C3C23C(=O)OC(C)(C)OC3=O)cc1 (some centres undefined)	2	13	3	0	4	6	4	0	0	3
COC(=O)Cn1ccc(N(C)C)c(C#N)c1=O	3	-8	-1	2	-1	-2	6	-8	5	0
CC[C@@]12C(=O)N(c3cccc(Br)c3)C(=O)N1[C@H](c1ccc(Cl)cc1)[C@@H]1C(=O)N(C3CCCCC3)C(=O)[C@@H]12	-7	4	-2	-80	6	-2	-9	-4	-3	0
COCCN1C[C@@H](CO)O[C@@H](n2cnc3c(NCC(C)C)ncnc32)C1	-4	7	-3	.	1	8	2	-18	0	10
COc1ccc(N2CCN(C(=O)CCc3ccccc3OC)CC2)cc1	1	0	1	1	-5	-3	4	0	1	0
CCOC(=O)c1sc(SC)nc1N	1	6	0	1	1	-2	5	0	3	-4
CCCCn1c(CN2CCN(C)CC2)nc2ccccc21	1	4	0	8	-6	-1	-1	-5	10	4
CCOC(=O)c1sc2ncnc(OC)c2c1C	6	2	-1	-3	1	-4	0	4	-1	1
O=C(Nc1cc(Cl)cc(Cl)c1)c1cccnc1	-4	-1	3	-13	0	-1	2	-5	10	-6
O=c1cc(CO)oc(CN2CCN(c3cccc(C(F)(F)F)c3)CC2)c1O	-3	3	-3	7	3	-1	-5	2	0	4
Clc1ccc(C2=NN=C3COc4ccccc4N3C2)cc1	-1	-10	5	0	4	1	0	-7	-3	3
CCNc1ncnc2c1cnn2C1CCCO1 (centres undefined)	-1	-5	4	-6	2	-4	-2	-6	5	3
COc1ccc(C(=O)N/C(=C\c2cn(S(=O)(=O)N(C)C)c3ccccc23)C(=O)N2CCCC2)cc1	1	1	-2	-3	3	2	2	1	0	2
CCNC(=O)C[C@H]1CC[C@H]2[C@@H](COc3ccc(NC(=O)Nc4ccccc4)cc3C(=O)N2C)O1	-1	9	0	.	2	-2	6	7	.	12
c1ccc(-c2nnc3n2N=C(c2ccc4ccccc4c2)CS3)nc1	-2	3	-2	.	2	15	10	-3	.	0
O=C(CNC(=O)c1cccs1)N=Nc1c(O)[nH]c2ccc([N+](=O)[O-])cc12	2	8	1	-4	16	0	-7	6	2	-16
Nc1ccc(C(=O)OCC(=O)NC2CCS(=O)(=O)C2)cc1[N+](=O)[O-] (centres undefined)	1	-14	-7	10	0	3	2	-8	3	1
COc1ccccc1CNC(=O)CS(=O)Cc1nc(-c2ccccc2C)oc1C (centres undefined)	-2	0	-3	-8	3	4	-3	6	7	-3
COC(=O)Cc1ccc(NC(C)=O)cc1	-2	5	-2	3	2	-1	-2	7	-3	2
CC(=O)c1ccc(S(=O)(=O)NCc2cccnc2)cc1	-7	1	-4	-2	1	6	-1	-7	5	5
COc1cc(C2C(C#N)=C(N)Oc3cc(C)oc(=O)c32)cc(OC)c1OC (centres undefined)	1	2	-1	3	-1	5	0	-1	-3	-4
COC(=O)C1=C(C)N(C2CCCCC2)C(=O)C1	5	9	2	-1	-3	3	4	7	-6	6
Cc1ccc(-n2c(C)cc(/C=C3\NC(=O)NC3=O)c2C)c(C)c1	-1	-13	3	14	4	0	-2	4	4	-2
Cc1cc(NC(=O)c2ccc3c(c2)C(=O)N(C(C)(C)C)C3=O)no1	-4	-3	0	5	-3	2	-2	0	0	2

A portion of the library; the hit share may differ from the screen's.
